BLM inh: blocks DNA unwinding by human BLM helicase; P54132; recombinant BLM DNA unwinding, fluorescence dequenching; Potency, µM (highest dose often 56.1 µM), for inactives: at the top dose activity change, negative = inhibition, actives largely listed as inhibitors; actives 0.2% (n = 350,000); AID 2528;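 note: plate controls were vehicle for no effect and no enzyme for full effect; nearly all actives have a fitted effect of over 35% in size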
PGK inhibitor: inhibitors of T. brucei phosphoglycerate kinase; PGK/GAPDH coupled, Kinase-Glo luminescence, 60 min; Potency, µM (highest dose often 57.5 µM), inactives show at the highest dose activity change, negative = inhibition, usual class: inhibitors; actives 0.043% (n = 380,000); AID 602233; note: % is set by controls: 0 for no effect and ±100 for the full control effect; nearly all actives have a fitted effect of over 60% in size
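Luminescent ATP detection (Kinase-Glo Plus) follows a 60-minute room-temperature incubation, with wells lacking PGK as controls. Buffer: 100 mM TEA (pH 7.6), 5 mM MgCl2, 0.01% Tween-20. Coupling enzyme GAPDH (100 nM final) supplies unstable 1,3-BPG in-well.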
GLS inhibitor: glutaminase GLS (human) inhibition; actives 0.21% (n = 410,000); Potency, µM (top dose mostly 45.5 µM), for the others: at the top dose activity change, negative = inhibition, most hits filed as inhibitors; AID 624170; GLS enzymatic activity, qHTS titration; note: % is set by controls: 0 for no effect and ±100 for the full control effect
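Compounds were pin-transferred onto hKGA, after which L-glutamine (1 mM solution) and a detection mix of glutamate oxidase, HRP and Amplex Red were added. Initial and 30 min RT fluorescence reads were collected.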
HP1b binding inh: inhibitors of HP1-beta chromodomain binding to methylated histone tails. P83916. actives 0.56% (n = 390,000). Potency, µM (titrated, usually from 114 µM), for the others: at the highest dose activity change, negative = inhibition, actives largely listed as inhibitors. AlphaScreen HP1-beta / biotin-H3K9me3 peptide binding; note: nearly all actives have a fitted effect of over 70% in size; inactives centre near 23
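HP1-beta protein (50 nM final) preincubated 30 min at room temperature with biotinylated H3(1-18)K9me3 peptide (50 nM) in PBS pH 7.4, 0.01% Tween-20, then compound added for 30 min. AlphaScreen streptavidin donor/nickel chelate acceptor beads (10 ug/mL final), 30 min dark, luminescence read.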
POLI inh: inhibitors of human DNA polymerase iota; Q9UNA4; Pol iota fluorescent replication assay, 10 min; Potency, µM (top dose mostly 115 µM), for the others: at the highest dose activity, negative = inhibition, usual class: inhibitors; actives 1% (n = 390,000); AID 588590
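Fluorescent replication assay read twice, at 0 min and 10 min after adding 50 nM (final) substrate. Enzyme (10 nM) and compounds were first incubated 15 min at room temperature; enzyme-free buffer wells were negative controls.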
Pin1 inh: human Pin1 inhibition | Pin1 FP peptide displacement, HiFluor488, 10 min | AID 504891 | actives 0.009% (n = 390,000) | Potency, µM (highest dose often 115 µM), for inactives: at the highest dose activity, negative = inhibition, hits mostly inhibitors | Q13526; active = well fitted inhibition curve with a large enough effect in the polarisation, with a control signal flat, not every such curve was filed as active; inconclusive = small, poorly fitted or top-dose-only effect, or effect the other way, or a change in a side signal; inactive = no such curve, though single readings can be large or run the other way; the % refers to the polarisation; note: % is set by controls: 0 for no effect and ±100 for the full control effect
BAZ2B inh: BAZ2B (human) inhibition | actives 4.4% (n = 360,000) | AlphaScreen BAZ2B-H3K14Ac peptide displacement | Potency, µM (series often up to 114 µM), without a hit: at the highest dose activity change, negative = inhibition, actives largely listed as inhibitors | Q9UIF8 | AID 504333; note: % is set by controls: 0 for no effect and ±100 for the full control effect; nearly all actives have a fitted effect of over 60% in size
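AlphaScreen displacement: compounds (up to 110uM) incubated 30 min at room temperature with a preformed 50 nM BAZ2B/50 nM biotinylated H3K14Ac peptide complex in PBS pH 7.4 with Tween-20. Donor and acceptor beads at 10 ug/mL final added, 20 min light-protected before reading.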
G9a block: G9a (human) methyltransferase inhibition | G9a H3K9 monomethylation, AlphaScreen, 2 h | Potency, µM (top dose mostly 102 µM), for the others: top-dose activity, negative = inhibition, most hits filed as inhibitors | actives 8.8% (n = 350,000); note: % is set by controls: 0 for no effect and ±100 for the full control effect; nearly all actives have a fitted effect of over 75% in size
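Enzyme 20 nM + cpd, 15 min RT; add b-H3K9 pep 500 nM / SAM 20 uM; 2 h RT; anti-H3K9me1 Ab 0.5 ug/mL + SA donor / anti-rabbit acceptor beads 20 ug/mL each, 10 min; AlphaScreen read.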
JMJD2A Tudor: inhibitors of human JMJD2A Tudor domain | actives 4.4% (n = 390,000) | Potency, µM (titrated, usually from 114 µM), without a hit: at the highest dose activity change, negative = inhibition, hits mostly inhibitors | O75164 | AlphaScreen JMJD2A-Tudor / H3K4me3 peptide binding; note: % is set by controls: 0 for no effect and ±100 for the full control effect; nearly all actives have a fitted effect of over 50% in size
Target sequence (O75164 whole entry, looked up, the tested form may be a part): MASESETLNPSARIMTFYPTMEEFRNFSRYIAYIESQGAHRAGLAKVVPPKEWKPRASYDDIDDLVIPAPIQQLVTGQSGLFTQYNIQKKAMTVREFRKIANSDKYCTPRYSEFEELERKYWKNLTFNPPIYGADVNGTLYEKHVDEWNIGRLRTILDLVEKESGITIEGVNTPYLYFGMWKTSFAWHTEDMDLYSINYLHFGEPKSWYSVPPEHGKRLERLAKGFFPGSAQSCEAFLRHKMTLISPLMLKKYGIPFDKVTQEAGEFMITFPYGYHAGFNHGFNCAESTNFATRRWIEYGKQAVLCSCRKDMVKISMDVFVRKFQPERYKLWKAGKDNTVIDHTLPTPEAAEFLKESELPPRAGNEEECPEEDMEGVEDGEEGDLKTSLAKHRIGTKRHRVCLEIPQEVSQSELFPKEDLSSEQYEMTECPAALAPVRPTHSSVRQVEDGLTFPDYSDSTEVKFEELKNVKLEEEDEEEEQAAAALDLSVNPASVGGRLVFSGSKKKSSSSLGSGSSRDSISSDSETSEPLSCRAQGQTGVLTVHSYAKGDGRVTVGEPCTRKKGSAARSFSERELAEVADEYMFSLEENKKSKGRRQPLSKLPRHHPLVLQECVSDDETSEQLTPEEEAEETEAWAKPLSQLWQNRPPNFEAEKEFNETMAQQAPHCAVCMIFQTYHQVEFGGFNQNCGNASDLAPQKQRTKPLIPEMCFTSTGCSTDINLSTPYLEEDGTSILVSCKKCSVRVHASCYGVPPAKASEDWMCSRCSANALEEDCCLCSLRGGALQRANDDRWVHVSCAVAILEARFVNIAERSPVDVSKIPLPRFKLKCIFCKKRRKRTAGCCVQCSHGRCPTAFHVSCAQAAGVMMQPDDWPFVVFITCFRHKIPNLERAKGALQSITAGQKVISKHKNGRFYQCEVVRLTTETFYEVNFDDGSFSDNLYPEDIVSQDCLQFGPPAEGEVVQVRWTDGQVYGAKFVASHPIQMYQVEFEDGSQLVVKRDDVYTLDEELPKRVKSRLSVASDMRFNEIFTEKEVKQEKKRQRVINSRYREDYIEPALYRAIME
Starred values were filed as active, the others as inactive; i = inactive; ? = inconclusive; · = no result given; & = joins results of further samples; [ ] = dose if it differs, or a comment. Unless noted, calls come from the whole dose curve; as a rule, active = well fitted curve in the direction sought with a large enough effect; inconclusive = small, poorly fitted or top-dose-only effect, or another doubt; inactive = no such curve, though single readings can be large; an effect the other way counts as inactive or inconclusive. Potency is the fitted concentration of half-maximal effect.

entry	Molecule	BLM inh	PGK inhibitor	GLS inhibitor	HP1b binding inh	POLI inh	Pin1 inh	BAZ2B inh	G9a block	JMJD2A Tudor
1	CCCCN(C(=O)CCC(=O)Nc1cc(C)on1)C(C(=O)NC1CCCC1)c1ccc(OCC)cc1 (stereo unspecified)	-2%	-2%	5%	18%	36%[activator]	0%	-2%	6%	-14%
2	Cc1ccc(OCC(=O)Nc2ccc([N+](=O)[O-])cn2)cc1C	·	-1%	5%	33%	-1%	-1%	·	·	-15%
3	Cc1ccc(S(=O)(=O)Nc2ccccc2CNc2cccc(C)n2)cc1	-8%	-10%	-1%	8%	17%	2%	-34%	7%[59 µM]	-27%
4	Fc1cccc(F)c1-n1c(CN2CCOCC2)csc1=S	-5%	-4%	18%	20%	-16%	0%	-4%	-1%	-18%
5	O=C(Cn1nnc(-c2ccc3c(c2)OCO3)n1)Nc1ccccc1C(=O)O	-3%	-9%	4%	33%	1%	-4%	-17%	?	?
6	Cc1nn(Cc2ccccc2)c(Cl)c1C(=O)NCCc1ccccc1	4%	0%	4%	54%[activator]	12%	-1%	7%	25%[59 µM]	-1%
7	CCCC(=O)Nc1ccccc1NC(=O)c1ccc2c(c1)OCO2	1%	i	3%	26%	23%	-4%	-11%	3%	-4%
8	OCCC1CN(Cc2cccc3nccnc23)CCN1Cc1ccc(F)cc1 (stereo unspecified)	1%	-11%	8%	30%	3%	-1%	-2%	3%	-15%
9	COCCCNc1nc2c(-c3cccc(Br)c3)nnn2c2ccccc12	-7%	-1%	0%	48%[activator]	28%	-11%	12%	4%[59 µM]	4%
10	Cc1ccc(NC(=O)c2cc(NC(=O)/C=C\C(=O)O)ccc2N2CCCCC2)cc1	-2%	-10%	22%	4%	-25%	-2%	?	-6%	-30%
11	O=C(c1ccco1)N1CCN(C(=O)C2CC(c3ccc(Cl)cc3)=NO2)CC1 (stereo unspecified)	1%	-10%	13%	9%	10%	-2%	-2%	-26%	-10%
12	O=C(COC(=O)CNS(=O)(=O)c1cccc(Br)c1)Nc1ccccc1Sc1ccccc1	-6%	-1%	2%	18%	-2%	3%	-2%	-6%[59 µM]	-11%
13	COc1ccc(CCNC(=O)CSc2nnc(CNC(=O)c3cccs3)o2)cc1OC	2%	1%	14%	33%	?	1%	8%	30%[12.7 µM]	-8%
14	COc1cccc(NS(=O)(=O)c2ccc3[nH]cc(C(=O)NCCc4ccccc4)c(=O)c3c2)c1	-6%	i	-2%	9%	79µM*	3%	·	-16%[59 µM]	-24%
15	CCc1nc2nc(C)c(NS(=O)(=O)c3ccc(CC(C)C)cc3)c(=O)n2[nH]1	4%	1%	35%[activator]	69%[activator]	37%[activator]	-1%	8%	-9%	-1%
16	CCSCc1nnc(SCC(=O)Nc2ccc(F)cc2)n1CC	-14%	-4%	3%	19%	148%[activator]	0%	-10%	16%[59 µM]	-16%
17	Cc1c(OC(C)C(=O)NCCN2CCOCC2)ccc2c3c(c(=O)oc12)CCC3 (stereo unspecified)	-5%	5%	-6%	45%[activator]	34%	-8%	-28%	4%	-2%
18	N/C(=N\OC(=O)c1ccc(Cl)cc1Cl)c1cccnc1	0%	-4%	-6%	43%[activator]	3%	-2%	1%	8%	-12%
19	O=C(CSc1nccn1Cc1ccc(F)cc1)NCc1ccc(F)cc1	-2%	0%	-8%	14%[57 µM]	-22%	-13%	-24%	-19%[59 µM]	-26%
20	N#C/C(=C\c1ccc(Cl)cc1)C(=O)NCC1CCCO1 (stereo unspecified)	0%	8%	-6%	17%	-7%	1%	-2%	-28%[59 µM]	-13%
21	CCCn1cc(S(=O)(=O)c2ccc(C)cc2)c(=O)c2cc(OC)c(OC)cc21	-9%&5%	-5%&-7%	0%&1%	17%&19%	16%&51%	1%&4%	-11%&-17%	20%	-9%&-7%
22	Cc1ccc(NC(=O)CN2C(=O)NC(C)(CC(C)C)C2=O)c(Br)c1 (stereo unspecified)	·	-5%	2%	9%[57 µM]	-1%	-5%	·	·	1%
23	C/C(=N/Oc1nc(C)cc(C)n1)c1ccccc1	0%	3%	4%	16%	8%	2%	11%	3%[12.7 µM]	-20%
24	CCS(=O)(=O)NCCc1cc2ccc(C)cc2[nH]c1=O	-5%	-5%	8%	11%	-6%	0%	11%	6%	-16%
25	Cc1ccc(C(=O)COC(=O)CNS(=O)(=O)c2ccc(C)cc2)cc1	-8%	-8%	-1%	15%	15%	-2%	-9%	-8%	1%
26	O=C(Cn1cc2c(n1)CCCCC2)NCCCN1CCOCC1	2%	-10%	-3%	65%[activator]	18%	-6%	-6%	-4%[59 µM]	4%
27	COc1ccccc1C(=O)Nc1ccnn1C1CCN(CCC(C)c2ccc(C)o2)CC1 (stereo unspecified)	-2%	-3%	-3%	-18%	8%	0%	-28%	7.1µM*	-34%
28	CCCCCC(=O)N1CC2(C)CN(C(=O)CCCCC)CC(C)(C1)C2=O	-1%	5%	4%	34%	15%	-3%	1%	-39%[59 µM]	-5%
29	CCOc1ccc(Nc2c(S(=O)(=O)c3ccc(C)cc3)cnc3cc(OC)c(OC)cc23)cc1	-12%	-8%	-7%	0%	-3%	11%	-31%	-14%[59 µM]	-31%
30	CC(Oc1ccc2ccccc2c1)C(=O)NNC(=O)Nc1ccccc1F (stereo unspecified)	-3%	0%	24%	29%	15%	-2%	-24%	28%	-15%

Rewritten field by field: entries from further up
7: CCCC(=O)Nc1ccccc1NC(=O)c1ccc2c(c1)OCO2
  BLM inh = 1%	PGK inhibitor = i	GLS inhibitor = 3%	HP1b binding inh = 26%	POLI inh = 23%	Pin1 inh = -4%	BAZ2B inh = -11%	G9a block = 3%	JMJD2A Tudor = -4%

14: COc1cccc(NS(=O)(=O)c2ccc3[nH]cc(C(=O)NCCc4ccccc4)c(=O)c3c2)c1
  BLM inh = -6%	PGK inhibitor = i	GLS inhibitor = -2%	HP1b binding inh = 9%	POLI inh = 79µM*	Pin1 inh = 3%	BAZ2B inh = ·	G9a block = -16%[59 µM]	JMJD2A Tudor = -24%

(next part)
entry	Molecule	BLM inh	PGK inhibitor	GLS inhibitor	HP1b binding inh	POLI inh	Pin1 inh	BAZ2B inh	G9a block	JMJD2A Tudor
31	Cc1cc(NC(=O)c2c(F)cccc2Cl)n(-c2nc3ccccc3[nH]2)n1	-21%	-1%	-13%	55%[activator]	-7%	9%	2%	10%[59 µM]	-8%
32	Nn1c(SCC(=O)N2CCCCCC2)nnc1-c1ccco1	·	-11%	1%	51%[activator]	21%	4%	8%	20%[59 µM]	4%
33	O=C(CCCOC(=O)c1ccc(O)cc1O)c1ccc(Br)cc1	·	-13%	-1%	13%	-9%	-3%	3%	?	-7%
34	CCOc1ccc(NC(=O)CN(C)C(=O)C2CC(=O)N(c3cccc(SC)c3)C2)cc1OCC (stereo unspecified)	·	-4%	-1%	16%	23%	?	·	·	-22%
35	CCOC(=O)Cc1csc(NC(=O)/C=C/c2ccccc2Cl)n1	-4%	7%	-5%	20%	141%[activator]	-3%	-2%	15%	0%
36	COc1cccc(Cn2c(=O)sc3ccccc3c2=O)c1	-11%	0%	1%	134%[activator]	19%	?	135%[activator]	114%[activator]	90%[activator]
37	Cc1nnc(NC(=O)C23CC4CC(C)(CC(C)(C4)C2)C3)s1	·	-6%	-2%	49%[activator]	22%	-4%	·	·	3%
38	CCN1CCN(S(=O)(=O)c2ccc(Cl)c(C(=O)NC3CCCCC3)c2)CC1	·	-2%	1%	36%	64%[activator]	1%	-2%	-5%[0.501 µM]	-1%
39	O=C(c1ccccc1)c1cc(F)c(N2CCOCC2)cc1Cl	-6%	1%	1%	82%[activator]	5%	-1%	9%	11%	34%
40	C=CCOc1ccc(Cl)cc1CNC1CCCC1	5%	-6%	-5%	38%	-18%	5%	-17%	?	0%
41	O=S(=O)(NCc1cccnc1)c1ccc(Cl)c(Cl)c1Cl	1%	-2%	-1%	43%[activator]	4%	7%	7%	-2%[59 µM]	-10%
42	COCCCNC(=O)c1c(NC(=O)Cc2coc3c(C)c(C)ccc23)sc2c1CCCC2	-11%	-2%	-10%	20%	-18%	6%	-15%	-2%[59 µM]	-7%
43	CCN1CCN(Cc2c(C)[nH]c3ccc(C(=O)OC)cc3c2=O)CC1	-11%	-8%	4%	17%	22%	0%	12%	23%[59 µM]	-16%
44	CCOc1ccccc1N1CCN(C(=O)c2cc3c(s2)CCC3)CC1	-5%	3%	-13%	12%	7%	-3%	-7%	-10%[59 µM]	-17%
45	CCc1ccccc1Nc1nc2ccccc2n1C(C)C	-3%	-1%	-11%	41%[activator]	51%[activator]	-9%	-4%	·	-22%
46	CNS(=O)(=O)c1cn(CC(=O)NCc2ccc(F)cc2)cc1S(=O)(=O)NC	-4%	i	1%	26%	8%	-4%	2%	-7%	-17%
47	CC(=O)NNc1cccc(Cl)n1	-5%	i	2%	1%	3%	0%	-4%	5%	1%[57.1 µM]
48	Cc1cc2nc(-c3ccc(SCC(=O)N4CCOCC4)nc3)[nH]c2cc1C	-2%	-2%	1%	28%	?	0%	-13%	-4%[12.7 µM]	-20%
49	Cc1ccccc1Cn1c(CN2CCC(C(=O)NCc3ccc(Cl)cc3)CC2)cc2ccccc21	-6%	-6%	-6%	28%	30%	32%[activator]	-16%	-4%[59 µM]	-12%
50	COc1cc(C(CC(=O)Nc2ncccc2C)N2Cc3ccccc3C2=O)cc(OC)c1OC (stereo unspecified)	-4%&-1%	-1%&-3%	-1%&-5%	35%&35%	11%&1%	1%&0%	1%&-1%	12%	-6%&9%
51	Cc1ccc(NC2(C#N)C(=O)Nc3ccccc32)cc1C (stereo unspecified)	2%	-6%	?	-11%	176%[activator]	1%	-33%	?	?
52	Cc1ccc(S(=O)(=O)N2CCOCC2)cc1NC(=O)COC(=O)c1cncc(Br)c1	·	-1%	-2%	19%	5%	7%	·	·	-19%

Only part of the results is shown. The share of hits here may be higher or lower than overall.
